Assay outcomes deposited in PubChem by several laboratories.
KCNQ1 act: potentiators or activators of KCNQ1 channel, primary screen, cell-based, thallium flux, high-throughput. Potassium voltage-gated channel subfamily KQT member 1 (Homo sapiens), P51787. CHO-K1 KCNQ1, thallium flux FluxOR fluorescence; hits give high values. B-score at 10 µM. actives 0.35% (n = 310,000);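 active = fluorescence ratio B-score, a plate-corrected score, at least three library SD, with initial intensity B-score within 5 SD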
Target sequence (P51787 whole entry, looked up): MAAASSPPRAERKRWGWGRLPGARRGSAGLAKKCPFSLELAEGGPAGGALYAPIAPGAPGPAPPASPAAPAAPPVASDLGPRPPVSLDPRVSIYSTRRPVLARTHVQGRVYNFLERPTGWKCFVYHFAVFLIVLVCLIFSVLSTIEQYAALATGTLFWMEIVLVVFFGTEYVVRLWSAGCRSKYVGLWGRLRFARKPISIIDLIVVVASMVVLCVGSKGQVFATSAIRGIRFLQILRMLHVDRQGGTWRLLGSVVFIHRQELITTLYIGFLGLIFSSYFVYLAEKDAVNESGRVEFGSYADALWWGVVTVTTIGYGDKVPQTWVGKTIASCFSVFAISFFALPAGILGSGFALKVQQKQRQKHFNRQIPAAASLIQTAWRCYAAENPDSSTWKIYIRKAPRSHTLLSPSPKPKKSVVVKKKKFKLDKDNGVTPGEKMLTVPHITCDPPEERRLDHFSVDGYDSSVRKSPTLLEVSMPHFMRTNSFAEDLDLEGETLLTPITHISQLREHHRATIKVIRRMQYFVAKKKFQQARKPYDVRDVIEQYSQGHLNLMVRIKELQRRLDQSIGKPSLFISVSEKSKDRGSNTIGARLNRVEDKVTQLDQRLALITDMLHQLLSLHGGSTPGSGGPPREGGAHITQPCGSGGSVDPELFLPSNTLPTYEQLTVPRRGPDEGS
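Assay system: CHO-K1 cells stably expressing KCNQ1. Medium: assay buffer for compound exposure, DMSO matched across wells. Timing: 37 °C overnight plating, 90-min dark dye load, 20-min compound pretreatment. Signal: kinetic FluxOR fluorescence, 10 s baseline plus 110 s post-stimulus.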
TRPC4 PAM: positive allosteric modulators of TRPC4, primary screen, cell-based, mouse TRPC4beta, HEK293 mu-opioid, Fluo-4 calcium. actives 0.42% (n = 310,000). DAMGO EC20, Fluo-4 Ca2+ flux; hits give high values. B-score at 10 µM. AID 2227, 2009. Short transient receptor potential channel 4 (Mus musculus), Q9QUQ5;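 active = B-score of calcium response area above 5 SD of library B-scores, with initial fluorescence ratio within 5 SD of library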;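 note: B-score of integrated fluorescence ratio over time as area under calcium response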
hERG rescue: hERG rescue from dofetilide block, primary screen, cell-based, CHO-hERG, FluxOR thallium flux, dofetilide IC70. dofetilide IC70 present. actives 0.51% (n = 310,000). AID 1511, 2009. activation (rescue from dofetilide block), less the hit threshold, % at 10 µM;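 active = activation above the mean of controls blocked by dofetilide plus 5 SD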;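 note: thallium influx through hERG after potassium depolarization seen as dye fluorescence rise; in these data hits start at about 4.7%; inactives centre near -7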
KCNK9 block: KCNK9 potassium channel inhibitors, primary screen, HEK293 cells, thallium flux. Potassium channel subfamily K member 9 (Homo sapiens), Q9NPC2. FluxOR thallium flux fluorescence; hits give low values. B-score at 10 µM. actives 1.2% (n = 310,000);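 active = ratio B-score over 3 SD below the library mean, with starting fluorescence within 5 SD of its mean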;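 note: negative B-score means less thallium flux so channel inhibition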
Target sequence (Q9NPC2 whole entry, looked up): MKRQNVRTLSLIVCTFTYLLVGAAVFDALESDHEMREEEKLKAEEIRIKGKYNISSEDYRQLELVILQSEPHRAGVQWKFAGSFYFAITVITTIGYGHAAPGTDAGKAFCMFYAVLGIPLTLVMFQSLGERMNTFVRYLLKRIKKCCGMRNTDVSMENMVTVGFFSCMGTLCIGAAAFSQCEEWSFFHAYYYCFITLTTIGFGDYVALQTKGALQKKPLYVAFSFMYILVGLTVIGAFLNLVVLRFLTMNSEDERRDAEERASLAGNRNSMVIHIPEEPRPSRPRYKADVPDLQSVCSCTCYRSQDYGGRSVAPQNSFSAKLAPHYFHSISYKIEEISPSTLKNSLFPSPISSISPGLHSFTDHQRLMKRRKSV
TRPC4 agonist: activators of mouse TRPC4 channel, primary screen, Fluo4 calcium, HEK293 TRPC4beta/mu-opioid cells | Short transient receptor potential channel 4 (Mus musculus), Q9QUQ5 | Fluo4 calcium fluorescence; hits give high values | B-score at 10 µM | actives 0.49% (n = 310,000);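 active = B-score above 5 SD of library B-scores, and initial fluorescence ratio not above library mean plus 5 SD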;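 note: positive B-score marks a calcium rise read as TRPC4 activation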
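Assay system: HEK293 cells stably co-expressing mouse TRPC4beta and mu-opioid receptor / Timing: Fluo4 dye loading 45 min at room temperature, 110 s recording / Signal: Fluo4 calcium-sensitive dye fluorescence, kinetic, 1 Hz baseline / Read-out: integrated baseline-normalised fluorescence ratio, converted to per-well B score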
Platelet DG rel: inhibitors of platelet dense granule secretion, primary screen, cell-based, MLPCN, human platelets; human platelet-rich plasma, SFLLRN dense granule ATP release, luminescence; actives 0.22% (n = 300,000); inhibition, %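 (compounds screened at 7.5 µM in platelet-rich plasma)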;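 active = mean replicate score, as percent of positive control, at or above 50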
TRPC4 inh: inhibitors of mouse TRPC4 channel, primary screen, Fluo4 calcium, HEK293 TRPC4beta/mu-opioid cells | Short transient receptor potential channel 4 (Mus musculus), Q9QUQ5 | DAMGO-evoked Fluo4 calcium flux; hits give low values | B-score at 10 µM | actives 0.39% (n = 300,000) | AID 2247, 2010;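 active = B-score over 3 SD under the library average, no early fluorescence shift, positive overall ratio signal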
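System: stable TRPC4beta/mu-opioid receptor HEK293 cells; Dosing: single-point compound dosing; Measured by: Fluo4 Ca2+ flux fluorescence; Read-out basis: per-well B score of integrated baseline-normalized Fluo4 ratio.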
DYRK1A inh: rat Dyrk1A kinase inhibitors, primary screen, biochemical, single point, plate reader | AID 504441, 2011 | Dual specificity tyrosine-phosphorylation-regulated kinase 1A (Rattus norvegicus), Q63470 | inhibition, % at 12.5 µM | actives 0.43% (n = 310,000) | ADP-Glo luminescence, NFATc1 peptide; in the data active = inhibition above about 50%;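 note: plate controls were vehicle with enzyme for no effect and no enzyme for full effect; many of its hits are not listed in these tables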
KCNQ1 block: inhibitors of human KCNQ1 channel, primary screen, cell-based, thallium flux, high-throughput; Potassium voltage-gated channel subfamily KQT member 1 (Homo sapiens), P51787; CHO-K1 KCNQ1, FluxOR thallium flux fluorescence; hits give high values; B-score at 10 µM; actives 1.3% (n = 310,000);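 active = compounds whose thallium flux B-score, printed positive for inhibition, exceeds three library SD while starting fluorescence stays within three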;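 note: channel opened by potassium depolarization with thallium stimulus after 20 min compound exposure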
KCNK3 inh: human KCNK3 channel inhibitors, primary screen, CHO cells, FluxOR thallium flux, B-score; Potassium channel subfamily K member 3 (Homo sapiens), O14649; FluxOR fluorescence; hits give low values; B-score at 10 µM; actives 0.84% (n = 340,000); AID 602410, 2012;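 active = B-score under library mean minus 4 SD, starting fluorescence ratio at most library mean plus 5 SD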;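 note: more negative B-score means stronger inhibition of thallium flux through KCNK3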
PolyA inhibitor: polyadenylation inhibitors in yeast reporter cells, primary screen, luminescence, S. cerevisiae; S. cerevisiae SKY197-pL101 polyadenylation reporter, beta-gal luminescence; efflux-impaired pdr1/pdr3 knockout yeast; score 100 = 6 SD above DMSO; calls only at 12 µM; actives 0.02% (n = 300,000); AID 1875, 2009;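 active = lowest replicate activity score at least 50, where 100 means six control SD above control mean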;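 note: yeast exposed to compound for 9 h at 30 °C; higher score means more reporter readthrough which indicates perturbed polyadenylation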
Numbers without * were called inactive; i = inactive; · = no result given.

SMILES	KCNQ1 act	TRPC4 PAM	hERG rescue	KCNK9 block	TRPC4 agonist	Platelet DG rel	TRPC4 inh	DYRK1A inh	KCNQ1 block	KCNK3 inh	PolyA inhibitor
CCC(=O)Nc1ccc(C(=O)Nc2cccnc2)cc1	i	i	-10	i	i	1	i	0	i	i	i
Cc1cc(C)nc(Nc2ncc(O)n2-c2ccc(Br)cc2)n1	i	i	-7	i	i	-1	i	1	i	i	i
CCC(=O)Nc1c(C(=O)Nc2cccc(OC)c2)oc2ccccc12	i	i	-8	i	i	13	i	6	i	i	i
COC(=O)c1cc(=O)cc(C(=O)OC)o1	i	i	-11	i	i	7	i	-5	i	i	i
Cc1ccc(Nc2nc3ccccc3s2)c(C)c1	i	i	-2	i	i	0	i	0	i	i	i
COc1cccc(N2CC(C(=O)Nc3nnc(SCc4cccnc4)s3)CC2=O)c1 (stereo unspecified)	i	i	-11	i	i	-20	i	7	i	i	i
O=C(COc1ccc2ccc(=O)oc2c1)Nc1ccc(CN2CCOCC2)cc1	i	i	-12	i	i	-3	i	9	i	i	i
O=C(Nc1ccc(F)cc1F)N1CCCN(CCOc2ccccc2)CC1	i	i	-4	i	i	-11	i	5	i	i	i
O=c1[nH]c2ccc(S(=O)(=O)NCc3ccccc3)cc2[nH]1	i	i	4	i	i	3	i	2	i	i	i
O=C(c1ccco1)N1CCN(/C(=N/S(=O)(=O)c2cccs2)c2ccccc2Cl)CC1	i	i	-9	i	i	2	i	13	i	i	i
O=C(Nc1ccc2nc(SCc3ccc(Cl)cc3)sc2c1)c1ccccc1C(=O)N1CCOCC1	i	i	-23	i	i	1	i	12	6*	-8.7*	i
C=CCc1cc(C)ccc1OCCCn1ccnc1	i	i	-1	i	i	5	i	6	i	i	i
Cc1nc(SCC(=O)N2CCN(c3ccccc3)CC2)c2oc3ccccc3c2n1	i	i	-5	i	i	1	i	4	i	i	i
Cc1ccc(S(=O)(=O)CC(=O)N2CCN(c3ccccc3F)CC2)cc1	i	i	-6	i	i	-12	i	-5	i	i	i
CC(=O)c1cccc(Nc2nc3ccccc3n3cnnc23)c1	i	i	-1	i	i	-3	i	33	i	i	i
COc1nnc(-c2ccc(N3CCOCC3)c(NC(=O)c3ccccc3)c2)c2ccccc12	i	i	-9	i	i	-2	i	-1	i	i	i
Cc1oc(-c2cccc(Cl)c2)nc1CSc1nc2c(c(=O)[nH]1)CCC2	i	i	-8	i	i	-5	i	5	i	i	i
CN(C(=O)COC(=O)CSc1ccc(C(N)=O)cc1[N+](=O)[O-])C1CCS(=O)(=O)C1 (stereo unspecified)	i	i	-10	i	i	-4	i	15	i	i	i
CCC1(C)Cc2c(sc(NC(=O)CCC(=O)O)c2C#N)CO1 (stereo unspecified)	i	i	-2	i	i	-1	i	14	i	i	i
COc1cc(C(=O)NCC(=O)N2CCN(S(=O)(=O)c3ccccc3)CC2)cc(OC)c1OC	i	i	-5	i	i	-15	i	8	i	i	i
CCOc1ccc(C(C)=O)cc1CSc1nnc(-c2ccoc2C)n1N	i	i	-9	-9.2*	i	1	i	-3	i	i	i
CN1CCN(C(=S)Nc2ccc(Oc3ccccc3)cc2)CC1	i	i	-6	i	i	2	i	-3	i	i	i
CNC(=O)c1cc(C(=O)c2c(Cl)cccc2Cl)c[nH]1	i	i	-8	i	i	3	i	-2	i	i	i
CC(C)=CC(=O)N1CCCC(N2CCN(c3ccc(F)cc3)CC2)C1 (stereo unspecified)	i	i	-9	i	i	-6	i	5	i	i	i
Cc1ccc(Cn2c(C(C)Nc3nc(-c4ccc(C)cc4)cs3)nc3cc(Cl)c(Cl)cc32)cc1 (stereo unspecified)	i	i	-10	i	i	3	i	-5	i	i	i

Some entries already given, reduced to TRPC4 inh and hERG rescue.
mol,TRPC4 inh,hERG rescue
COc1nnc(-c2ccc(N3CCOCC3)c(NC(=O)c3ccccc3)c2)c2ccccc12,i,-9
Cc1oc(-c2cccc(Cl)c2)nc1CSc1nc2c(c(=O)[nH]1)CCC2,i,-8
CN(C(=O)COC(=O)CSc1ccc(C(N)=O)cc1[N+](=O)[O-])C1CCS(=O)(=O)C1 (stereo unspecified),i,-10
CCC1(C)Cc2c(sc(NC(=O)CCC(=O)O)c2C#N)CO1 (stereo unspecified),i,-2

New compounds follow:
SMILES	KCNQ1 act	TRPC4 PAM	hERG rescue	KCNK9 block	TRPC4 agonist	Platelet DG rel	TRPC4 inh	DYRK1A inh	KCNQ1 block	KCNK3 inh	PolyA inhibitor
CCOC(=O)c1ccc(NC(=O)CSc2nc3cccnc3n2C)cc1	i	i	-5	i	i	2	i	7	i	i	i
N#C/C(=C\c1ccc(Cl)cc1)c1n[nH]c(Cn2cncn2)n1	i	i	-5	i	i	-3	i	6	i	i	i
CC(OC(=O)C1CCN(c2ccc(C(F)(F)F)cn2)CC1)C(=O)c1ccccc1 (stereo unspecified)	i	i	-8	i	i	-19	i	1	i	i	i
CCCCCOC(=O)C1[C@H]2C(=O)N(CCCOC)C[C@]23C=C[C@H]1O3 (stereo partly specified)	i	i	-8	i	i	0	i	·	i	·	i
CC(C)CC(=O)Nc1nnc(SCC(=O)Nc2ccc(F)cc2)s1	i	i	-8	i	i	6	i	0	i	i	i
CCOC(=O)N1CCc2c(sc3c2C(=O)NC(c2ccccc2)N3)C1 (stereo unspecified)	i	i	-10	i	i	1	i	13	i	i	i
CC(C)CN(C(=O)c1ccc(=O)n(C)n1)c1nc2ccccc2s1	i	i	-10	i	i	-3	i	7	i	i	i
COc1ccc([C@H]2C=C3CN(C(=O)OC(C)(C)C)S(=O)(=O)[C@H]3C[C@H]2OC(=O)c2cccs2)cc1	i	i	-6	i	i	12	i	·	i	·	i
COc1ccc(-c2cn(-c3ccc(C)cc3)c(=O)n2CC(=O)Nc2ccc(OC)c(OC)c2)cc1	i	i	-13	i	i	-5	i	-2	i	i	i
O=C(CNC(=O)c1ccco1)N=Nc1c(O)[nH]c2ccc(Br)cc12	i	i	-8	i	i	-1	i	5	i	i	i
O=C(Nc1scc(-c2ccccc2)c1C(=O)O)c1ccccc1F	i	i	-1	i	i	-4	i	·	i	i	i
O=C(O)c1cccc(CN2C(=O)CSC2=O)c1	i	i	-2	i	i	0	i	0	i	i	i
CCOC(=O)C1=NN(C(=O)Nc2cccc(C(F)(F)F)c2)C2C(=O)N(c3cccc(C(F)(F)F)c3)C(=O)C12 (stereo unspecified)	i	i	-8	i	i	4	i	6	i	i	i
Cc1cc(/C=N/n2cnnc2)c(C)n1-c1ccc2ncccc2c1	i	i	-11	i	i	-4	i	7	i	i	i
CCSc1nnc2n(-c3ccc(OC)cc3)c(=O)c3c4c(sc3n12)CCCC4	i	i	-9	i	i	-17	i	-9	i	i	i
O=C(/C=C/c1ccc(O)cc1)c1ccc(O)cc1O	i	i	-21	i	i	6	i	21	i	i	·
Cc1ccc(N(CC(=O)NCc2ccccc2)C(=O)c2csnn2)cc1	i	i	-4	i	i	0	i	4	i	i	i
O=C1/C(=C\Nc2ccc(OC(F)(F)F)cc2)CCN1c1ncccn1	i	i	-10	i	i	9	i	-10	i	i	i
Cc1ccc(NC(=O)CCC(=O)c2cccs2)nc1	i	i	-10	i	i	-20	i	4	i	i	i
CN(C)C=NC(=O)c1[nH]c2ccc(Cl)cc2c1-c1ccccc1	i	i	-3	i	i	28	i	28	i	i	i
COc1ccccc1C1OC2=C(Nc3ccc([N+](=O)[O-])cc3N2)C1=O (stereo unspecified)	i	i	0	i	i	-1	i	-1	i	i	i
Cc1ccccc1NS(=O)(=O)c1cc(C(=O)N2CCc3ccccc3C2)ccc1C	i	i	-7	i	i	-2	i	8	i	i	i
O=C(OCC(=O)N1CCCc2ccccc21)c1cccc(S(=O)(=O)N2CCc3ccccc32)c1	i	i	-8	i	i	12	i	3	i	i	i
Clc1ccc(C2=Nn3c(nnc3-c3cccs3)SC2)cc1	i	i	-2	i	i	-9	i	0	i	i	i
Cc1cc(C)nc(Nc2ccc(N3CCCC3)cc2)n1	i	i	-11	i	i	-3	i	8	i	i	i

Next part; it opens with the 2 that closed the last part.
SMILES	KCNQ1 act	TRPC4 PAM	hERG rescue	KCNK9 block	TRPC4 agonist	Platelet DG rel	TRPC4 inh	DYRK1A inh	KCNQ1 block	KCNK3 inh	PolyA inhibitor
Clc1ccc(C2=Nn3c(nnc3-c3cccs3)SC2)cc1	i	i	-2	i	i	-9	i	0	i	i	i
Cc1cc(C)nc(Nc2ccc(N3CCCC3)cc2)n1	i	i	-11	i	i	-3	i	8	i	i	i
Cc1ccc(S(=O)(=O)NCC(=O)N(CC(=O)NCc2ccc(F)cc2)CC2CCCO2)cc1 (stereo unspecified)	i	i	-7	i	i	-4	i	-8	i	i	i
Cc1cccc(OCCN2C(=O)C(=O)c3cc(C)ccc32)c1	i	i	-16	i	i	11	i	4	i	i	i
COc1cccc(C2/C(=C(/O)c3ccc4c(c3)CC(C)O4)C(=O)C(=O)N2CCCn2ccnc2)c1 (stereo unspecified)	i	i	-10	i	i	-21	i	-1	i	i	i
COc1ccc(CN(CC2CCCO2)C(=O)c2cc3sccc3n2C)c(OC)c1 (stereo unspecified)	i	i	-9	i	i	-4	i	2	i	i	i
CSCCC(NC(=O)c1ccco1)C(=O)Nc1ccc(C)c(S(=O)(=O)N2CCOCC2)c1 (stereo unspecified)	i	i	-15	i	i	2	i	9	i	i	i
COc1ccccc1CC(=O)Nc1ccon1	i	i	-6	i	i	1	i	-2	i	i	i
CCCc1cc(=O)[nH]c(-n2[nH]c3c(c2=O)CCCC3)n1	i	i	-16	i	i	1	i	2	i	i	i
CCN(C(=O)CSc1nnc(NCc2ccccc2)s1)C1CCS(=O)(=O)C1 (stereo unspecified)	i	i	-17	i	i	-12	i	1	i	i	i

Only part of the results is shown (hit frequency here may not be typical).
